E coli Lon inh – inhibitors of E. coli Lon protease; P0A9M0; purified E. coli Lon protease, fluorescence polarization; inhibition, % at 7.94 µM; hit rate 0.42% among 360,000; AID 602123; in the data active = inhibition above about 13%, passing the limit was not always enough;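 note: 0% = enzyme with probe and DMSO and 100% = no enzyme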
Target sequence (P0A9M0 whole entry, looked up): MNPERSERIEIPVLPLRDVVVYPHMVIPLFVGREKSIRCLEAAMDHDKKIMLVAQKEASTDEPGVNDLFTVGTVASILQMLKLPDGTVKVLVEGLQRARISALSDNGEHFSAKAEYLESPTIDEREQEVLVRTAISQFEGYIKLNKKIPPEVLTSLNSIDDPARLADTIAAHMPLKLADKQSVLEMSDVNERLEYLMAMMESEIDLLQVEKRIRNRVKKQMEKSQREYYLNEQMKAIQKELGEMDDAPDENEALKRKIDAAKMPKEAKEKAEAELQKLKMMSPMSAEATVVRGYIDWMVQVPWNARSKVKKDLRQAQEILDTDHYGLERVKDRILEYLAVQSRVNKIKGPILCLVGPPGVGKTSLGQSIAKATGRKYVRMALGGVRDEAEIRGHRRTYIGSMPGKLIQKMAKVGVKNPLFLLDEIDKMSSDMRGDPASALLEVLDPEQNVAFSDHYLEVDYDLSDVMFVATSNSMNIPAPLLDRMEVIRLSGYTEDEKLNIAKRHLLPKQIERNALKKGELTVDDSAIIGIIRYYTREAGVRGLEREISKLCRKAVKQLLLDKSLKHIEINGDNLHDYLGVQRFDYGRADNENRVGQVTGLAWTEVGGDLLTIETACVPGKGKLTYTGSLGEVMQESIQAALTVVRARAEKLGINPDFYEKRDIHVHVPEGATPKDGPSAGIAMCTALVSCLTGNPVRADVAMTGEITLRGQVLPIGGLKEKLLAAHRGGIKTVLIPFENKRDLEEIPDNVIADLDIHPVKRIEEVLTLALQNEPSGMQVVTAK
SKN-1 inh – inhibitors of C. elegans SKN-1; C. elegans VP596 Pgst-4::GFP/RFP ratio, acrylamide-induced, 24 h; inhibition, % at 21.8 µM; hit rate 0.49% among 360,000;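 active = interference check ratio from 0.5 to 1.5 plus GFP to RFP signal ratio inhibition reaching or exceeding a fixed threshold, cut at about 30% in these data, passing the limit was not always enough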; note: some compounds called inactive have numbers as strong as hits
PABP1 MLLE inh – inhibitors of microRNA-mediated deadenylation, human PABP1 MLLE binding | P11940 | GST-MLLE / FITC-PAM2 fluorescence polarization | inhibition, % at 20 µM | hit rate 0.36% among 360,000 | AID 588489; in the data active = inhibition above about 35%, passing the limit was not always enough;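 note: plate controls were DMSO wells with GST-MLLE for no effect and wells lacking GST-MLLE protein for full effect; some results filed as inactive read as strong as hits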
Tb MetRS inh – blocks T. brucei methionyl-tRNA synthetase activity; hit rate 0.4% among 360,000; AID 624268; inhibition, % at 11.9 µM; purified T. brucei MetRS, ATP depletion, Kinase-Glo luminescence;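 active = inhibition above a per-plate cutoff of the control wells' mean inhibition plus 3 SD, cut at about 5.5% in these data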;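 note: 0% = DMSO wells median and 100% = median of wells with control inhibitor compound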
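Measured by: Kinase-Glo luciferase luminescence reporting remaining unconsumed ATP. Material: purified T. brucei MetRS enzyme. Doses: 11.9 µM compound single dose, 0.9% DMSO. Medium: HEPES buffer containing pyrophosphatase, BSA, spermine, DTT. Times: 15 min preincubation, 2 h reaction, all 25 °C. Reagent: methionine, ATP and bulk E. coli tRNA.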
MsrA inhibitor – inhibits bovine methionine sulfoxide reductase A; purified bovine MsrA, absorbance read-out; inhibition, % at 15.5 µM; hit rate 0.75% among 360,000; AID 651718; in the data active = inhibition above about 4.5%;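 note: 0% = vehicle wells with enzyme and 100% = reference inhibitor wells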
CendR NRP1 mod – modulators of CendR peptide binding to human neuropilin-1 | O14786 | FAM-RPARPAR peptide binding to NRP-1, fluorescence polarization | inhibition, % at 25 µM | hit rate 0.85% among 360,000 | AID 602438;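 active = inhibition or corrected inhibition above about 18%, plus a signal ratio from 0.5 to 1.5, limit read from the data, passing the limit was not always enough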; note: strong numbers were not always called active
MsrA act – bovine methionine sulfoxide reductase A activation; hit rate 0.3% among 360,000; purified bovine MsrA, absorbance read-out; activation, % at 10.6 µM; AID 602163; in the data active = activation above about 7.5%;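 note: 0% = vehicle and 100% = reference activator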
MT1-MMP act inh – blocks activation of human MT1-MMP. P50281. HT1080 RFP-PRO-GFP cells, GFP/RFP ratio fluorescence, overnight; percent of plate control window, DMSO zero. GFP/RFP ratio change, % at 20 µM. hit rate 0.061% among 360,000;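 active = GFP/RFP ratio change of at least 30% with cell ATP level not reduced by more than half and red fluorescence within 50% of control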; note: strong numbers were not always called active
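Assay system: HT1080 RFP-PRO-GFP cells | Dosing: 20 µM single dose, 1% DMSO | Incubation: Cells overnight before dosing, compound overnight, 37 °C, 5% CO2 | Evaluation: GFP/RFP fluorescence ratio | Control set: DMSO-only wells and HT1080 RFP-L50D-GFP cell wells as references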
FAS-TE inh – FAS thioesterase (human) inhibition. P49327. inhibition, % at 15 µM. AID 602261. hit rate 0.67% among 360,000. recombinant FAS-TE, OMFH fluorogenic substrate, fluorescence endpoint;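 active = compounds whose normalised, plate-corrected inhibition of enzyme fluorescence in the single-dose primary screen is 50% or more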;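 note: 0% = DMSO with enzyme and 100% = substrate without enzyme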
* marks the source's active call; other numbers are inactive results; . = not tested or not shown.

Values run as follows: CendR NRP1 mod	MsrA inhibitor	PABP1 MLLE inh	SKN-1 inh	MT1-MMP act inh	E coli Lon inh	MsrA act	FAS-TE inh	Tb MetRS inh
- CCN=C1SC(CC(=O)Nc2ccc(N3CCOCC3)cc2)C(=O)N1CC (centres undefined)
 : 10	0.2	-4	26	-2	2	-1	-4	-0.7
- O=C(Nc1ccc(F)cc1)c1ccc(C(=O)N2CCOCC2)cc1
 : 5	0.7	9	7	1	2	2	-17	-0.2
- COC(=O)c1cc(S(=O)(=O)N2CCN(c3ccccc3)CC2)c[nH]1
 : 4	-0.3	-5	9	-6	1	-2	5	-0.2
- NC(=O)c1c(NC(=O)CN2C(=O)NC(Cc3ccccc3)C2=O)sc2c1CCC2 (centres undefined)
 : -26	0.2	-18	3	1	-11	-3	0	-0.3
- CCOc1ccc(-n2c(SCC(=O)N3CCc4ccccc43)nnc2-c2c[nH]c3ccccc23)cc1
 : -13	-0.5	20	-6	1	-5	-8	6	1.3
- NC(=O)CC(c1ccccc1)c1ccc2c(c1)OCO2 (centres undefined)
 : 3	1.4	-4	12	0	1	-3	-6	0.9
- COc1ccc(/C=C/C(=O)Nc2ccc(C)cc2)cc1S(=O)(=O)N1CCOCC1
 : -16	4.2	-6	-10	-6	1	-2	2	-0.2
- COc1ccc(CNC(=O)CN(C(=O)CCC(=O)Nc2ccccn2)c2cc(C)ccc2C)cc1
 : -6	0.6	8	0	0	4	-4	3	-0.6
- COc1ccc(-c2nc(-c3ccc(NC(=O)c4ccncc4)cc3)no2)cc1OC
 : -10	.	-3	22	4	-11	-1	-3	-0.3
- COc1ccc(Oc2c(Cl)cnn(-c3ccc(Cl)c(Cl)c3)c2=O)cc1
 : -1	1.8	12	10	4	0	-10	17	-1.8
- Cc1ccnc2nc(C(=O)OCC(=O)NC3CCC(C)CC3)nn12 (centres undefined)
 : -1	1.3	7	6	1	-3	-5	-9	-0.3
- CCOC(=O)[C@@H]1[C@H]2COc3ccccc3[C@@H]2N2C(=O)N(c3ccc(F)cc3)C(=O)[C@@]12C
 : 1	-1.6	12	12	-2	6	0	-5	0.1
- Cc1ccc(CCNC(=O)C2CCN(S(=O)(=O)c3c(C)nn(C)c3C)CC2)cc1
 : 2	-0.1	-1	-9	-6	-7	-5	5	0.1
- Cc1cc(C)nc(N/N=C/c2ccccc2OCc2ccc([N+](=O)[O-])cc2)n1
 : 6	1.8	5	8	4	2	-2	9	0.6
- CCCc1nc([N+](=O)[O-])c(S(=O)(=O)c2ccccc2)n1CC(C)C
 : -3	3.2	-4	2	-3	-8	-7	21	-0.9

(continued)
Values run as follows: CendR NRP1 mod	MsrA inhibitor	PABP1 MLLE inh	SKN-1 inh	MT1-MMP act inh	E coli Lon inh	MsrA act	FAS-TE inh	Tb MetRS inh
- O=C(O)C(Cc1c[nH]c2ccccc12)NS(=O)(=O)c1cccc(Cl)c1Cl (centres undefined)
 : -2	1.1	0	-11	-2	-3	-2	-5	-0.1
- Cc1cccc(-n2cnc3cc(C(=O)NCCN4CCOCC4)ccc32)c1
 : 5	1.2	-3	0	7	-11	-1	-5	-0.1
- CCOC(=O)N1CCN(C(=S)NC(=O)c2cc(Br)ccc2Cl)CC1
 : -9	-0.5	-38	1	6	2	-2	-2	-0.5
- O=C(Cn1nc(Cl)nc1Cl)c1ccccc1
 : 10	1.3	3	17	-1	-8	0	-5	-0.7
- COC(=O)C1=C(C)NC2=C(C(=O)CCC2)C1c1coc2ccccc2c1=O (centres undefined)
 : 6	0.8	-6	-3	-2	-8	0	-3	-0.1
- O=C(NC1CC(=O)N(c2ccc(F)cc2)C1)C(=O)c1c[nH]c2ccccc12 (centres undefined)
 : 6	3.3	5	4	0	-2	-4	-7	-0.5
- CCCCC(=O)N(Cc1ccc2c(c1)OCO2)Cc1nc2ccccc2c(=O)[nH]1
 : 3	0.3	-18	1	-1	-2	-2	-5	0.2
- CCC1(CC)C(=O)NC(=O)NC1=S
 : 19	-0.3	27	3	4	-4	-1	-8	-0.2
- O=C(NCc1ccccc1)C(=O)c1cn(CC(=O)N2CCOCC2)c2ccccc12
 : 12	3.6	5	0	-1	-1	-6	-7	-0.5
- Cc1onc(-c2ccccc2Cl)c1NC(=O)NCc1cccs1
 : 5	-1.6	15	1	-4	0	-2	-3	-0.2
- CC1CCCN(C(=O)CCNS(=O)(=O)c2ccc3c(c2)c(=O)n(C)c(=O)n3C)C1 (centres undefined)
 : 6	0.6	3	1	4	3	-9	-4	-0.9
- COc1cc(NC(=O)c2ccc(N3CCCC3=O)cc2)cc(OC)c1
 : -1	1.2	6	-6	.	-3	-12	-4	-0.5
- Cc1ccc2nc(/C=C/c3cccc(F)c3)ccc2c1
 : -2	1.0	5	14	-2	-8	-4	29	-0.4
- CCn1cc(C=O)c2cc(S(=O)(=O)N3CCOCC3)ccc21
 : -1	-0.2	-9	-11	1	5	-6	-12	-0.6
- Cn1nnnc1SCC1=C(C(=O)O)N2C(=O)C(NC(=O)Cn3nc(C(F)F)cc3C3CC3)C2SC1 (centres undefined)
 : 16	2.4	9	-3	-2	3	-3	-9	0.2

Next section:
Values run as follows: CendR NRP1 mod	MsrA inhibitor	PABP1 MLLE inh	SKN-1 inh	MT1-MMP act inh	E coli Lon inh	MsrA act	FAS-TE inh	Tb MetRS inh
- COc1cccc(C(c2c(N)n(C)c(=O)n(C)c2=O)C(C)[N+](=O)[O-])c1 (centres undefined)
 : 0	-0.3	-26	15	1	-1	-2	-3	-0.5
- O=C(Nc1cccc(C(F)(F)F)c1)C(Sc1n[nH]c(=O)[nH]c1=O)c1ccccc1 (centres undefined)
 : -2	0.8	-12	4	10	-2	-4	6	4.3
- FC(F)(F)c1cccc(NC(=S)NC(c2ccccc2)c2ccccc2)c1
 : -1	-0.6	36	-3	-1	1	-6	28	-1.2
- COCCNc1c2c(nc3ccccc13)CCC2
 : 10	2.0	2	-5	-1	1	-4	-2	0.0
- NC(=O)c1sc2nc(-c3ccccc3)ccc2c1N
 : -124	1.8	-17	7	-19	-21	-3	-2	-1.1
- CCOc1cc(/C=N/n2cnnc2)ccc1OS(=O)(=O)c1ccccc1
 : 11	-1.7	14	6	2	-3	-1	7	0.0
- c1ccc(Oc2ccc(-n3cnnn3)cc2)cc1
 : 0	-1.1	0	-17	3	-6	-13	-1	-1.5
- Cc1ccc2c3c([nH]c2c1)C(=O)CC(C)(C)S3
 : -7	-0.2	29	4	0	4	-2	3	0.6
- COc1ccc(C2CC(=O)Oc3c(C(CCN4CCN(c5ccccc5)CC4)c4ccc(N(C)C)cc4)c(OC)cc(OC)c32)cc1 (centres undefined)
 : 8	-0.6	2	11	12	8	-2	30	-0.3
- Cc1nn(CCC(=O)NCc2ccc(N(C)C)cc2)c(=O)c2nn(-c3ccccc3)c(C)c12
 : 3	1.7	-15	-6	-1	-5	-1	-1	-0.2
- O=C(Nc1ccccc1)C1CCN(C(=O)c2ccc([N+](=O)[O-])cc2)CC1
 : 8	0.2	-3	-1	3	1	-1	2	-0.3
- CC(C)c1nc2n[nH]c(N)c2c2c1CCC2
 : -10	-0.6	-4	3	10	-5	-1	-6	0.2
- CC(c1nc2ccccc2[nH]1)n1c(=O)c(-c2cccnc2)nc2ccccc21 (centres undefined)
 : 4	1.9	.	-14	-2	.	.	.	-0.1
- COC(=O)/C(=C\c1ccc2c(c1)c1ccccc1n2C)NC(=O)c1ccccc1
 : -18	3.6	3	-6	4	1	-3	8	0.4
- Clc1ccccc1/C=C/C=N/Nc1nc(N2CCOCC2)nc(N2CCOCC2)n1
 : -3	5.3*	13	2	1	7	-2	13	-0.6

3 compounds from above, arranged by the number in MsrA inhibitor, ascending:
Compound	CendR NRP1 mod	MsrA inhibitor	PABP1 MLLE inh	SKN-1 inh	MT1-MMP act inh	E coli Lon inh	MsrA act	Tb MetRS inh
COc1cccc(C(c2c(N)n(C)c(=O)n(C)c2=O)C(C)[N+](=O)[O-])c1 (centres undefined)	0	-0.3	-26	15	1	-1	-2	-0.5
Cc1ccc2c3c([nH]c2c1)C(=O)CC(C)(C)S3	-7	-0.2	29	4	0	4	-2	0.6
NC(=O)c1sc2nc(-c3ccccc3)ccc2c1N	-124	1.8	-17	7	-19	-21	-3	-1.1

Returning to the listing, starting 3 compounds before the break.
Values run as follows: CendR NRP1 mod	MsrA inhibitor	PABP1 MLLE inh	SKN-1 inh	MT1-MMP act inh	E coli Lon inh	MsrA act	FAS-TE inh	Tb MetRS inh
- CC(c1nc2ccccc2[nH]1)n1c(=O)c(-c2cccnc2)nc2ccccc21 (centres undefined)
 : 4	1.9	.	-14	-2	.	.	.	-0.1
- COC(=O)/C(=C\c1ccc2c(c1)c1ccccc1n2C)NC(=O)c1ccccc1
 : -18	3.6	3	-6	4	1	-3	8	0.4
- Clc1ccccc1/C=C/C=N/Nc1nc(N2CCOCC2)nc(N2CCOCC2)n1
 : -3	5.3*	13	2	1	7	-2	13	-0.6
- COc1cc2c(N3CCOCC3)cc(O)c(CC(=O)Nc3ccccc3)c2cc1OC
 : -18	2.0	9	17	2	6	-3	-10	-0.1
- O=C(COc1ccc(Br)cc1Cl)NC1CCN(Cc2ccccc2)CC1
 : -3	0.4	7	12	-1	-12	-1	4	-0.3
- CCOc1ccccc1N(CC(=O)Nc1ccccc1C(=O)O)S(C)(=O)=O
 : 0	-0.3	5	-8	1	11	-1	-4	0.0
- CC(C)n1c(O)c(N=Nc2ccc(Cl)c(C(=O)O)c2)c2ccccc21
 : -39	0.7	-29	-9	-3	-26	0	1	0.2
- Cc1cccc(NC(=O)C2(c3ccc([N+](=O)[O-])cc3)CCCC2)c1
 : 7	0.7	7	1	-3	-8	-2	28	-0.4
- O=C(COC(=O)c1ccccc1Cl)NCCC1=CCCCC1
 : -6	-1.4	2	-3	-1	-2	-3	11	-0.3
- COc1cccc(/C=N/n2c(COc3ccccc3)n[nH]c2=S)c1OC
 : 9	-0.1	-22	11	5	-3	1	-1	-0.9
- COc1cccc(-c2nc(-c3ccc(NC(=O)c4cccs4)cc3)no2)c1
 : -14	-0.8	-1	13	1	-1	-1	18	-0.4
- CCN(CC)S(=O)(=O)c1ccc(N2CC(C(=O)NCc3ccc4c(c3)OCO4)CC2=O)cc1 (centres undefined)
 : 3	0.9	-7	8	-1	-9	-2	-6	-0.2
- CCCCNC(=O)CSc1nc2ccccc2c(=O)n1CC1COc2ccccc2O1 (centres undefined)
 : 8	1.9	1	-7	-6	0	-12	-3	-1.1
- COc1cccc(-c2cnc(C(O)c3ccc(-c4ccccc4)cc3)[nH]2)c1 (centres undefined)
 : -10	-1.8	-1	26	-1	-7	-4	8	-0.2
- CCc1ccc(CCC(=O)Nc2ccc(C(C)=O)cc2)o1
 : -1	0.3	-2	-30	4	-6	-8	-8	-0.7
- Nc1nc2c([N+](=O)[O-])cccc2s1
 : -7	0.5	-17	-2	1	8	-11	-11	-0.6

High-throughput results (PubChem)
